# Mcl1 Noxa PPI = Mcl-1/Noxa interaction inhibition. TR-FRET Mcl-1/Noxa peptide binding, 2 h. inhibition, % at 21.7 µM. 220,000 compounds, 1.5% hits. AID 1022;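 active = compounds that cut the protein-peptide binding signal by more than 50% relative to plate controls in a single-dose test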;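 note: His-tagged Mcl-1 with rhodamine Noxa BH3 peptide and terbium anti-His antibody; 0% = Mcl-1 plus Noxa peptide wells and 100% = peptide-only wells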
# Target sequence (Q07820 whole entry, looked up): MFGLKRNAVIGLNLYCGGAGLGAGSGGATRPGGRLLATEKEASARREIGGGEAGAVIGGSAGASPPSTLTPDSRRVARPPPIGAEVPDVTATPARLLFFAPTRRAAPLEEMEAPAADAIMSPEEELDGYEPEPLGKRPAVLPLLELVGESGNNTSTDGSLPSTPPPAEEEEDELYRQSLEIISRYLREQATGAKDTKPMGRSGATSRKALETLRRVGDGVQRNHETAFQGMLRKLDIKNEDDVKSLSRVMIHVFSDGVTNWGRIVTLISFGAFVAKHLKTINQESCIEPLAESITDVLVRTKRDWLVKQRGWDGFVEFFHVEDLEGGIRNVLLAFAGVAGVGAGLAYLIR
# Bim-Mcl-1 = disrupts Bim peptide binding to human Mcl-1. Q07820. AID 1009. inhibition, % at 10 µM. Bead-based flow cytometry, Bim peptide-Mcl-1 binding. 190,000 compounds, 0.1% hits; in the data active = inhibition above about 40%;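 note: 0% = no compound tracer wells and 100% = peptide blocker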
# RGS8-Gao reg = human RGS8-Galphao interaction regulation; P09471; multiplexed bead flow cytometry, RGS8-Galphao binding; actives lie on both sides; response (percent of control binding), % at 10 µM; 220,000 compounds, 0.34% hits; in the data active = response below about 60% or above about 140%; inactive = in between;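 note: Galphao activated as the GDP aluminium fluoride complex binding bead-coupled RGS8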
# Target sequence (P09471 whole entry, looked up): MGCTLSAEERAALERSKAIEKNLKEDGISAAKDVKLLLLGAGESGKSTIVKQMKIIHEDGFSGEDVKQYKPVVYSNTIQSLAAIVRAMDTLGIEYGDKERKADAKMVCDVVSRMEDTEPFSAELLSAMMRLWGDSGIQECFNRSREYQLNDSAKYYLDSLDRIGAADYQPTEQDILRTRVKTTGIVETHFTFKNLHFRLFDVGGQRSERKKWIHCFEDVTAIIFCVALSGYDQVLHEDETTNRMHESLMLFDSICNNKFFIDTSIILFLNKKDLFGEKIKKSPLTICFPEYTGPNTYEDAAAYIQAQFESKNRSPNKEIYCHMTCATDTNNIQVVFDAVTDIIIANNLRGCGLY
# RGS7-Gao reg = human RGS7-Galphao interaction regulation. Multiplexed bead flow cytometry, RGS7-Galphao binding; actives lie on both sides. binding response (% of control), % at 10 µM. 220,000 compounds, 0.35% hits; in the data active = binding response below about 49% or above about 150%; inconclusive = no clear call, values can overlap the other calls; inactive = in between;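 note: fluorescent Galphao held in activated GDP-AlF4 state binding bead-coupled RGS7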
# ABCG2 block = human ABCG2 inhibition, ABCB1 as counter-screen | Q9UNQ0 | IgMXP3 cells, JC-1 efflux, flow cytometry | inhibition, % at 6.6 µM | 190,000 compounds, 0.1% hits;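 active = inhibition above 80%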;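 note: 0% = DMSO and 100% = nicardipine control wells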
#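 Times: 10 min at 25 °C | Test system: Two drug-resistant human cell lines, ABCG2 and ABCB1 | Quantity: 3 million cells/mL final, two lines in 1:1 ratio | Signal: Flow cytometry, 530 nm JC-1 signal | Dosing: Compound at 6.6 µM | Controls: Nicardipine and DMSO wells | Reagent: JC-1 as fluorescent efflux pump substrate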
# Pf gametocyte = kills late stage P. falciparum gametocytes; inhibition, % at 10.9 µM; 150,000 compounds, 0.065% hits; P. falciparum stage V gametocytes, ATP luminescence, 24 h; AID 743093;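 active = inhibition above the mean plus 3 SD of compounds within the control limits, set per campaign, cut at about 38% in these data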;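 note: 0% = DMSO wells and 100% = medium only without gametocytes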
# RGS4-Gao reg = modulates binding of RGS4 to human Galphao. P09471. Multiplexed bead flow cytometry; actives lie on both sides. binding response (% of control), % at 10 µM. 220,000 compounds, 0.33% hits. AID 1415; in the data active = binding response below about 49% or above about 150%; inactive = in between;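 note: fluorescent Galphao activated with aluminum fluoride binding bead-coupled RGS4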
# GSH bead fluor = compound fluoresces at 488/530 nm on GSH beads. GSH beads flow cytometry, compound fluorescence 488/530 nm; hits give high values. fluorescence (KMESF) at 10 µM. 190,000 compounds, 0.25% hits. AID 1776; in the data active = fluorescence above about 89;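 note: glutathione beads carrying GST-tagged Bcl family fusion proteins plus one bare bead set; values are compound well signal with DMSO vehicle wells as background; inactives centre near 16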
# Mcl1-Bid inh = Mcl-1/Bid interaction inhibition; Q07820; TR-FRET Mcl-1/Bid-Dy647 peptide binding, 1536-well; inhibition, % at 21.7 µM; 220,000 compounds, 0.97% hits;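 active = compounds that cut the binding signal by more than half at the single screening dose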;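 note: His-tagged Mcl-1 with europium anti-His antibody binding Bid BH3 peptide; 0% = Mcl-1 plus peptide wells and 100% = peptide-only wells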
# ABCB1 block = blocks JC-1 efflux by human ABCB1 transporter | CCRF-Adr cells, flow cytometry | inhibition, % at 6.6 µM | 190,000 compounds, 0.067% hits | AID 1326; in the data active = inhibition above about 40%;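 note: 0% = vehicle and 100% = reference inhibitor; higher value means more JC-1 retained so stronger ABCB1 efflux block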
# Avidin bead fluor = compound fluoresces at 488/530 nm on avidin beads; compound fluorescence 488/530 nm, flow cytometry; hits give high values; fluorescence (KMESF) at 10 µM; 220,000 compounds, 0.38% hits; AID 1775; in the data active = fluorescence above about 47; note: inactives centre near 10
# The depositor's hits bear a star; u = inconclusive; x = no result given; [ ] = remark or other dose. Random draw from the library. About 3.3% of those tested had a hit in this group.
SMILES,Mcl1 Noxa PPI,Bim-Mcl-1,RGS8-Gao reg,RGS7-Gao reg,ABCG2 block,Pf gametocyte,RGS4-Gao reg,GSH bead fluor,Mcl1-Bid inh,ABCB1 block,Avidin bead fluor
Cc1c(C2(O)C(=O)Nc3ccc(F)cc32)c(=O)n(-c2ccccc2)n1C (stereo not given),-2,0,101,101,1,x,101,19,-10,0.3,7
Cc1cccc(C)c1OC1(c2ccccc2)OC(=O)c2ccccc21 (stereo not given),-11,5,103,97,3,x,97,25,-18,0.7,17
CC(/C=C/c1ccccc1)=N/O,2,-4,104,99,2,-2,104,7,-4,0.6,12
O=c1cc(-c2ccccc2)nc(N2CCN(Cc3ccccc3)CC2)[nH]1,6,-3,101,100,4,-19,99,14,-4,1.4,36
Cc1nn(Cc2ccc(Cl)cc2)c(C)c1NC(=O)c1noc2c1CCc1ccccc1-2,9,-3,101,101,7,x,103,25,-6,1.0,6
CCOC(=O)N1CCC(NC(=O)c2cc3cc4cc(OC)ccc4nc3o2)CC1,5,0,101,101,2,x,100,13,9,1.0,9
Cc1cccc(-n2c(SCC(=O)NCc3ccc4c(c3)OCO4)nc3ccccc3c2=O)c1,-9,-1,148*[activator],131,2,23,135,12,-22,0.3,14
COC(=O)C1=C(C)OC(N)=C(C#N)C1c1ccsc1 (stereo not given),-13,16,106,110,-1,x,117,89*,-14,-0.2,8
CC(C)C(C)NC(=O)COc1ncnc2ccccc12 (stereo not given),-3,2,100,102,1,22,100,65,-22,0.4,8
Cc1noc(C)c1-c1nc(CS(=O)(=O)c2ccc(Cl)cc2)no1,1,x,100,u,x,14,106,x,-18,x,5
COc1ccc2c(c1)CCN(C(=O)CCl)C2C1C(=O)CCCC1=O (stereo not given),8,-2,101,101,0,-25,100,6,-44,0.4,12
CCOc1cc(C2c3c(n[nH]c3C)C(=O)N2c2ccc(C)cc2)ccc1O (stereo not given),1,-1,103,109,2,-11,106,32,-38,0.4,16
CC(=O)c1cc(C(=O)Nc2ccc(C(=O)O)cc2)oc1C,9,1,101,103,0,x,104,26,3,0.0,4
O=C(Nc1nnc(C2CC2)s1)c1ccco1,-5,0,105,102,1,x,101,10,-10,0.2,23
COc1ccc(S(=O)(=O)N(C)CC(=O)NC2CCCC2)cc1Cl,4,-3,104,95,0,8,102,34,-12,0.3,7
CC(Oc1ccc(F)cc1)c1ccnc2nc(/N=C/N(C)C)nn12 (stereo not given),-1,0,102,u,3,-12,103,11,-17,0.8,8
Cc1cc(C)c([N+](=O)[O-])cc1NCC(=O)N1CCN(c2ccccc2)CC1,35,-4,100,u,10,4,101,16,-16,0.6,10
COc1cc(C(c2c(C)[nH][nH]c2=O)c2c(C)[nH][nH]c2=O)ccc1OS(=O)(=O)c1ccc(C)cc1,-53,-5,100,97,-1,11,102,8,-49,-0.3,10
NNC(=O)c1sccc1OCc1ccc(Cl)cc1Cl,16,2,102,u,4,3,97,8,15,0.0,14
CCCSc1ncnc2sc(C)c(C)c12,0,3,98,99,4,x,98,15,3,-1.8,x
CC(C)CN1CCN(Cc2cccc3ncccc23)CC1CCO (stereo not given),9,-2,106,109,1,9,106,15,-45,0.7,14
O=C(c1cc(Cl)c(=O)n(Cc2ccc(Cl)cc2)c1)N1CCOCC1,2,-5,101,100,6,-27,98,33,-4,0.8,12
Cc1ccc(NC(=O)C(Cc2ccccc2)n2cccc2)cc1 (stereo not given),4,x,103,u,x,-7,102,x,-69,x,6
CCC1(c2cccc(Cl)c2)NC(=O)N(Cc2cc(C(=O)OC)c(C)o2)C1=O (stereo not given),-3,-5,101,103,8,x,101,25,-24,1.3,5
NC(=O)C1(N2CCCCC2)CCN(C(=O)Nc2ccccc2C(F)(F)F)CC1,0,-7,98,99,2,x,99,14,1,0.8,22
# Continuation:
SMILES,Mcl1 Noxa PPI,Bim-Mcl-1,RGS8-Gao reg,RGS7-Gao reg,ABCG2 block,Pf gametocyte,RGS4-Gao reg,GSH bead fluor,Mcl1-Bid inh,ABCB1 block,Avidin bead fluor
CCCCCCCc1ccc(-c2ccc(O)cc2)nc1,17,8,99,103,2,-26,102,15,-11,0.9,16
N=c1n(CC(=O)c2cccs2)c2ccccc2n1Cc1ccccc1,0,x,101,u,x,8,98,x,-2,x,4
CCOC(=O)C1=C(C)Nc2nnnn2C1c1ccccc1Cl (stereo not given),1,-1,98,101,0,-4,102,20,-6,0.2,22
CCN(C(=O)CSc1nc2ccccc2c(=O)n1-c1ccc(C)cc1)C1CCS(=O)(=O)C1 (stereo not given),1,0,106,98,0,9,102,13,-2,0.8,14
Cc1ccc(-c2nnc(CSc3nnc(COc4cccc5ccccc45)n3-c3ccccc3)o2)cc1,10,-2,104,101,8,x,102,13,8,2.8,15
COc1ccc(CC(=O)OCC(=O)NC(=O)NC(C)C)cc1,8,-1,103,99,7,25,98,13,6,1.6,16
Cn1cnnc1Sc1nc2ccccc2nc1NS(=O)(=O)c1ccccc1,1,-2,101,103,-9,x,105,20,3,-0.8,28
COc1ccc(-c2cc(C(=O)NC3=NCCS3)c3ccccc3n2)cc1OC,3,2,102,u,8,-3,103,15,-49,1.5,9
COc1ccc(C(=O)/C=C/c2ccc(OC)c(O)c2)c(F)c1,14,-3,99,101,69,14,100,11,5,-0.2,21
Cc1cc(=O)oc2cc(OC(=O)CCN3C(=O)c4ccccc4C3=O)ccc12,15,-2,104,102,25,x,101,30,-4,1.4,12
CCCNC(=O)COc1ncnc2sc(C)c(C)c12,6,1,103,101,2,8,105,46,-18,0.8,6
COc1cccc(-c2ccc(C#N)c(SCC(=O)NCCc3ccccc3)n2)c1,-23,-6,103,98,4,2,99,19,0,0.3,12
O=C(Nc1nncs1)C1COc2ccccc2O1 (stereo not given),-4,-4,102,101,0,x,103,19,6,-0.1,8
CCOC(=O)C1=NN(C(=O)Cc2ccccc2)C(O)(c2ccc(Cl)cc2)C1 (stereo not given),6,-1,102,103,1,23,100,12,-29,x,7
Cc1nnc(N(CCC#N)CCC#N)s1,3,-1,103,102,15,x,103,32,-7,1.2,12
COC(=O)CN=Cc1c(O)n(-c2ccc(Cl)cn2)c(=O)c2ccccc12,14,2,101,u,4,0,98,16,-6,-0.3,9
COC(=O)c1nc(-c2ccccc2)oc1N1CCOCC1,21,0,96,u,6,-2,97,11,-15,0.4,12
O=C(c1ccccc1)C1CN(c2ccccc2)CC1c1ccc(Cl)cc1 (stereo not given),-6,-2,100,103,1,x,101,21,-8,0.3,8
Cc1cccc(C(=O)Nc2ccnc(-c3cccnc3)n2)c1,6,-2,98,99,1,-1,98,16,91*,0.1,8
CCOc1cc(/C=N/NC(=O)CN(CCc2ccccc2)S(=O)(=O)c2ccc(NC(C)=O)cc2)ccc1O,35,-1,95,102,-2,6,102,9,-5,-0.4,9
CCOC(=O)c1sc(C)c(C(=O)NC2CCCCC2)c1N,-1,-3,104,107,1,x,104,12,-13,0.3,40
CN(c1cccc(NC(=O)CCSc2ccccc2)c1)S(C)(=O)=O,2,1,105,107,2,-39,103,32,-3,0.0,13
N#CC(C#N)=C1C=CC=CN1/C(=C\c1ccco1)C(=O)c1ccc(Cl)cc1,15,0,84,94,-3,24,89,6,-30,0.3,3
CC(C)NCc1cc(Br)ccc1OCc1ccccc1,12,-1,105,102,0,-29,101,18,-15,0.4,9
CCOc1cc(S(=O)(=O)N(CC)CC)ccc1F,-2,3,99,103,1,x,101,4,2,0.2,9
# The listing continues:
SMILES,Mcl1 Noxa PPI,Bim-Mcl-1,RGS8-Gao reg,RGS7-Gao reg,ABCG2 block,Pf gametocyte,RGS4-Gao reg,GSH bead fluor,Mcl1-Bid inh,ABCB1 block,Avidin bead fluor
CCc1ccc(NC(=O)Cc2c(C(=O)O)n(C)c3ccccc23)cc1,7,2,103,102,1,8,100,21,48,0.1,10
CCOc1nc(NC(=O)NC(=O)c2ccccc2)nc(-c2ccccc2)n1,-15,-8,100,99,19,0,102,11,12,0.4,11
Cc1ccccc1C(=O)Nc1ccc2nc3n(c(=O)c2c1)CCC3,16,3,105,100,-2,x,102,20,-22,-2.3,8
CSC1=C(C#N)C(c2sccc2C)CC(=O)N1 (stereo not given),-11,4,106,97,1,-13,102,22,-20,0.4,11
O=c1c2c3c(sc2nc2sc(C4CC4)nn12)CCCC3,-6,-3,103,98,4,x,104,22,-14,1.4,11
COc1cc(/C=N/Nc2ccccn2)ccc1O,20,x,88,u,x,-3,79,x,-127,x,5
CCOc1cc(C(=O)OCC(=O)c2cc(C)n(CC3CCCO3)c2C)ccc1OCC(=O)N1CCOCC1 (stereo not given),20,-2,102,99,35,-6,99,11,-75,1.0,9
CCOC(=O)c1[nH]c2ccccc2c1NC(=O)CC(C)(C)C,-10,2,99,97,-6,x,99,19,-32,-2.4,6
COc1ccccc1CC(=O)Nc1ccc(O)cc1C(=O)O,25,2,94,94,0,x,92,20,6,0.0,6
COC(=O)[C@H](CC(C)C)NC(=O)N1CCN(c2cccc(C(F)(F)F)c2)CC1,2,0,97,94,7,x,96,13,-29,0.9,8
COCCNCCCCOc1ccc(C)cc1[N+](=O)[O-],32,-3,79,61,1,x,65,22,40,0.4,7
COc1cc(SC)ccc1C(=O)OCC(=O)NC1CCCC1,5,0,97,100,5,-16,101,64,-5,0.4,11
CC(C)(C)c1nc2ccccc2c2nnc(SCC(=O)NCc3ccco3)n12,-20,-2,93,96,0,x,99,16,-8,0.8,20
O=C(c1ccccc1)c1c[nH]c(C(=O)NCc2cccnc2)c1,2,2,97,100,0,16,100,21,-35,-0.2,3
CN1CCN(c2ccc(S(=O)(=O)Nc3ccccc3)cc2[N+](=O)[O-])CC1,-7,5,120,116,10,x,116,11,-10,0.4,8
CC1=Nn2c(nnc2-c2cc(-c3ccccc3)n[nH]2)SC1,4,-3,100,99,1,-7,99,15,-25,0.1,21
CCCCNC(=O)Cn1cnc([N+](=O)[O-])n1,3,2,104,102,0,-19,103,8,-4,0.4,10
CC1=NN(c2nc3ccccc3[nH]2)C(=O)/C1=C/N(C)C,-33,-2,101,96,17,x,99,14,-47,-0.9,13
S=c1[nH]nc(-c2cc(-c3ccccc3)n[nH]2)n1/N=C/c1c2ccccc2cc2ccccc12,80*,x,92,u,x,x,101,x,45,x,8

# Limited to Mcl1-Bid inh, for four of the compounds above:
SMILES | Mcl1-Bid inh
CC(C)NCc1cc(Br)ccc1OCc1ccccc1 | -15
CCOc1cc(S(=O)(=O)N(CC)CC)ccc1F | 2
CCc1ccc(NC(=O)Cc2c(C(=O)O)n(C)c3ccccc23)cc1 | 48
CCOc1nc(NC(=O)NC(=O)c2ccccc2)nc(-c2ccccc2)n1 | 12
